NS3 helicase inh = blocks Hepatitis C virus NS3 helicase unwinding; NS3 helicase DNA unwinding, Cy5 molecular beacon fluorescence; inhibition, % at 10.9 µM; hit rate 0.56% among 290,000;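 active means inhibition above the mean of all tested compounds plus 3 SD, set per campaign, cut at about 35% in these data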;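 further: 0% = DMSO wells and 100% = thioflavine S control wells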
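assay system = NS3 helicase fragment of HCV | buffer or medium = MOPS pH 6.5, MgCl2, DTT, Tween20, BSA | timing = 60 min unwinding reaction at 25 °C after ATP addition | signal = Cy5 beacon fluorescence read at start and 1 h | read-out basis = % inhibition of unwinding | control set = low DMSO, high thioflavine S at 110 µM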
GalR3 antagonist = antagonists of human GalR3; O60755; HEK293 GalR3-CNG cAMP membrane potential fluorescence; galR3 body fused to GalR1 C-terminus; inhibition, % at 3 µM; hit rate 0.44% among 360,000; AID 651719;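 active means inhibition above the screen-wide average plus 3 SD, cut at about 13% in these data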;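 further: forskolin and galanin both at EC90 stimulate the cells; cAMP rise reported by CNG channel membrane potential dye signal; 0% = forskolin plus galanin with DMSO and 100% = forskolin alone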
Target sequence (O60755 1-299 limits assumed): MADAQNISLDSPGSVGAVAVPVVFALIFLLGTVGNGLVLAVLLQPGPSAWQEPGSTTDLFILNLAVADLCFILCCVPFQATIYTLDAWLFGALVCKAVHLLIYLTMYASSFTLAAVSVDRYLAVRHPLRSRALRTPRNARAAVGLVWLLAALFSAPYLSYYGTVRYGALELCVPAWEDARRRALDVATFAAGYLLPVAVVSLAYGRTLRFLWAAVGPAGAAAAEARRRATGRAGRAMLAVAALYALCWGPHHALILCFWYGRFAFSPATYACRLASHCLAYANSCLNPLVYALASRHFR
FID counter = counter-screen for HCV NS3 helicase inhibitors: DNA intercalator displacement; inhibition, % at 7.9 µM; DNA fluorescent intercalator displacement, fluorescence; hit rate 0.17% among 290,000; in the data active means inhibition above about 37%;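 further: 0% = vehicle and 100% = reference compound; higher means more ethidium bromide displaced from hairpin DNA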
IMP-1 inh = inhibitors of Pseudomonas aeruginosa IMP-1 metallo-beta-lactamase | purified IMP-1, nitrocefin hydrolysis, epi-absorbance fluorescence | inhibition, % at 5.6 µM | hit rate 0.45% among 290,000;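 active means inhibition above the mean plus 3 SD of all compounds in the same screening run, cut at about 4.5% in these data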;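 further: 0% = IMP-1 with DMSO and 100% = DMSO wells lacking enzyme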
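Test system: recombinant IMP-1 enzyme, purified / Medium: HEPES buffer pH 7.1 with ZnSO4 and Brij 35 / Doses: single dose, 5.6 µM / Times: 25 °C, 15 min preincubation, 25 min reaction / Detection: Epi-absorbance via hydrolysed-nitrocefin quenching of white-plate fluorescence, 480/530 nm, EDTA stop / Evaluation: percent inhibition from optical density relative to buffer-blank wells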
V1aR counter = V1a receptor agonism, counter-screen for OXTR agonists | CHO-V1R cells, Fluo-8 calcium fluorescence, agonist mode; 0% DMSO, 100% 3 nM vasopressin | activation, % at 3 µM | hit rate 0.25% among 320,000 | AID 2797;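 active means activation above the mean activation of all tested compounds plus 3 SD, per screening run, cut at about 20% in these data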;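 further: signal is peak over basal fluorescence ratio across a 100 second FLIPR read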
VIM-2 inh = inhibitors of Pseudomonas aeruginosa VIM-2 metallo-beta-lactamase; purified VIM-2, nitrocefin hydrolysis, epi-absorbance fluorescence; inhibition, % at 5.6 µM; hit rate 0.89% among 290,000; AID 1527;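 active means inhibition above the mean of all tested compounds plus 3 SD, cutoff set per screening run, cut at about 7.5% in these data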;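 further: red hydrolysis product quenches plate fluorescence so inhibitors raise well fluorescence; 0% = enzyme with DMSO and 100% = DMSO without enzyme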
OXTR agonist = activates the human oxytocin receptor; activation, % at 3 µM; hit rate 0.32% among 320,000; CHO-OTR cells, Fluo-8 calcium fluorescence; normalized: DMSO 0%, oxytocin 100%;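 active means activation above the mean of all tested compounds plus 3 SD, cutoff set per screening run, cut at about 20% in these data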;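 further: peak over basal fluorescence ratio from a 100 s FLIPR kinetic read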
PHOSPHO1 block = PHOSPHO1 (human) inhibition | Q8TCT1 | recombinant PHOSPHO1, absorbance phosphatase assay | inhibition, % at 13.3 µM | hit rate 1.1% among 290,000; in the data active means inhibition above about 60%
Target sequence (Q8TCT1 whole entry, looked up): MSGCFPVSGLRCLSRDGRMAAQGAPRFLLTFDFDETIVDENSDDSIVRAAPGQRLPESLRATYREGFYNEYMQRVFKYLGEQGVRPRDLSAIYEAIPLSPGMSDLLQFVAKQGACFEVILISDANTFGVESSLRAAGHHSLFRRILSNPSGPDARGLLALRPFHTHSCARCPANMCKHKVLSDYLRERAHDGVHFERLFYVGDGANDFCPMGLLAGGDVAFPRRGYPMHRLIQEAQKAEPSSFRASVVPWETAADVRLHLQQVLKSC
GPR7 antagonist = blocks human GPR7 receptor signaling | hit rate 1.1% among 290,000 | P48145 | GPR7-expressing cells, fluorescence antagonist assay | inhibition, % at 4.4 µM; in the data active means inhibition above about 16%, passing the limit was not always enough;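 further: cells stimulated with the agonist NPW; 0% = agonist with vehicle and 100% = vehicle without agonist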
Target sequence (P48145 whole entry, looked up): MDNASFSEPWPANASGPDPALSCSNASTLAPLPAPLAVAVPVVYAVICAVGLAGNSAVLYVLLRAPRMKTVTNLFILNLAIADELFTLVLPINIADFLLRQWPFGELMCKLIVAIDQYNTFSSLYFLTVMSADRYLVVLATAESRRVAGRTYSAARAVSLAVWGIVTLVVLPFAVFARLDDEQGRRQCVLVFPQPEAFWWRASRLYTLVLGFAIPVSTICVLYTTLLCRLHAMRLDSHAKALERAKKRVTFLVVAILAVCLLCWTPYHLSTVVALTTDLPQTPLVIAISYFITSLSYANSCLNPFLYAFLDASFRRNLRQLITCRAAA
Numbers without * were called inactive; . = not tested or not shown; & = joins results of further samples.

Compound | NS3 helicase inh | FID counter | V1aR counter | PHOSPHO1 block | GPR7 antagonist | GalR3 antagonist | VIM-2 inh | IMP-1 inh | OXTR agonist
COc1cc(-c2cc(C(=O)Nc3ccc(N4CCOCC4)cc3)c3ccccc3n2)cc(OC)c1OC | -22 | -19 | 0.3 | 38 | -20 | -3 | 0.3 | -0.4 | 0.1
COc1ccccc1Nc1nc(C2(C)CCC(=O)O2)cs1 (stereo unspecified) | 2 | -10 | -0.5 | 33 | -4 | -4 | 0.6 | -3.5 | -1.3
COCCNCCCCOc1ccc(C)cc1[N+](=O)[O-] | 3 | 7 | 1.2 | -25 | -2 | -10 | -0.7 | -2.1 | -1.1
CCOc1ccc(CN2CCN(C3CCSCC3)CC2CCO)cc1 (stereo unspecified) | 0 | 2 | -0.1 | 44 | -8 | -6 | -1.4 | -1.6 | -0.2
O=C(NC1CCCCC1)C(c1ccncc1)N(Cc1ccc2c(c1)OCO2)C(=O)C(F)(F)F (stereo unspecified) | 2 | -15 | 0.0 | -1 | -2 | -6 | -1.2 | -2.9 | -0.5
CCOc1ccc(-n2nnnc2SCC(=O)NC2CCCC2)cc1 | 0 | -21 | 1.9 | 45 | 7 | -9 | -2.3 | -6.1 | -0.2
c1ccc(Oc2nnc(-c3cccs3)c3ccccc23)cc1 | -3 | 0 | -1.1 | 9 | -7 | -3 | 0.2 | -2.1 | -2.1
CC(C)N1CCc2c(sc(NC(=O)Cc3ccccc3)c2C#N)C1 | -3 | -4 | 3.3 | 36 | -10 | . | 1.6 | 1.1 | 0.8
COc1ccc(NC(=O)C2CSC3c4ccccc4C(=O)N23)cc1 (stereo unspecified) | 8 | -14 | 2.5 | 26 | 2 | 3 | -1.7 | 2.8 | -0.7
CC12COC3(C(=O)Nc4ccccc4F)CC1CCC32C (stereo unspecified) | -3 | -2 | -0.7 | -1 | -1 | -3 | -2.1 | -0.5 | -0.8
O=C(CSc1cnc2ccccc2n1)c1ccc(F)cc1 | 5 | 2 | -0.2 | -8 | 6 | -3 | -2.5 | -4.2 | -1.8
COc1ccc(C(=O)NNC(=S)NC(=O)c2cccnc2)cc1 | 8 | -5 | -0.1 | -5 | -3 | -2 | -2.9 | -1.1 | 0.6
CCCOc1ccc(NC(=O)CC2C(=O)N(C)C(=S)N2Cc2cccs2)cc1 (stereo unspecified) | -4 | -15 | -1.2 | -7 | 4 | -2 | -2.9 | -0.9 | -1.6
CC(C)c1c(C(=O)N/N=C/c2ccc3c(c2)OCO3)nnn1-c1nonc1N | -3 | -19 | 0.5 | 22 | 8 | -4 | -1.2 | -3.9 | -0.1
COc1cccc(C2=NOC(C(=O)Nc3cc(C)nn3-c3ccccc3)C2)c1OC (stereo unspecified) | 1 | -14 | 1.0 | -1 | -9 | . | -3.1 | -3.0 | 1.5
CCc1c(C(=O)Nc2cc(C(=O)OC)ccc2C)csc1C | -2 | -30 | . | 21 | 1 | -3 | -3.3 | -2.4 | .
COc1ccc(C(=O)COC(=O)[C@H](C)Nc2ccc(C(F)(F)F)cc2[N+](=O)[O-])c(OC)c1 | 13 | -1 | 0.7 | 1 | -7 | 3 | -2.7 | -2.4 | 0.0
COc1ccc(CCn2c(=N)c(C(=O)NC3CCCCC3)cc3c(=O)n4ccccc4nc32)cc1 | -38 | 8 | -1.1 | 18 | 7 | 1 | 5.2 | -2.7 | -0.7
C=CCn1c(=O)c2ccccc2n2c(SCC(=O)c3ccccc3)nnc12 | 20 | -12 | -1.1 | 14 | -2 | -2 | -1.2 | -3.9 | -0.9
Cc1ccnc(NS(=O)(=O)c2ccc(NC(=O)Cc3ccc(Br)cc3)cc2)n1 | -4 | -18 | -0.1 | 39 | -7 | -8 | -2.6 | -1.2 | 0.9
S=C(NCc1ccco1)NC1CCCc2ccccc21 (stereo unspecified) | 0 | -2 | -0.5 | -65 | 5 | 8 | -2.2 | -2.3 | -1.2
CCCC(c1nnnn1Cc1ccc(OC)cc1)N1CCN(c2ccccc2)CC1 (stereo unspecified) | 2 | -4 | . | 15 | 5 | 2 | 2.8 | 0.2 | .
COc1ccc(C(=O)NCC2(N3CCCCC3)CCCCC2)cc1S(=O)(=O)N(C)C | 15 | -2 | 0.2 | 35 | 1 | -8 | -3.3 | -1.6 | 0.8
CC(=O)Nc1ccc(S(=O)(=O)N2CCN(c3cc(C)nc4ncnn34)CC2)cc1 | 0 | -4 | 0.0 | 56 | 1 | -6 | -4.4 | -4.6 | -0.1
COc1ccc(C(c2c(O)cc(C)oc2=O)c2c(O)cc(C)oc2=O)cc1 | 4 | 0 | -0.4 | -3 | 9 | -6 | -3.8 | -3.0 | -0.1
CCOC(=O)c1nc[nH]c1C | 10 | -2 | 0.3 | 14 | 3 | 0 | -2.7 | -4.2 | 1.8
CCOc1ccc(NC(=O)CN(C)C(=O)c2ccncc2)cc1OCC | 1 | -7 | . | 15 | 2 | -1 | -1.9 | 0.6 | .
Cc1ccc(Sc2nc(C)c([N+](=O)[O-])c(C)c2C#N)cc1 | 1 | -2 | -0.7 | 42 | -16 | -4 | 2.0 | -4.5 | -1.6
O=C(NC1CCCCC1)Oc1cc2oc(=O)sc2cc1Br | 10 | 11 | -1.2 | 22 | -3 | 0 | -1.1 | -3.9 | 0.0
C=C1SC(=Nc2ccccc2Cl)N(C(=O)c2sc3ccccc3c2Cl)C12CCCCC2 | -7 | -11 | -1.7 | 30 | -12 | . | -1.1 | -2.3 | -2.0
NC(=O)c1ccsc1NC(=O)C1CCCCC1 | 3 | -4 | -0.2 | -5 | -11 | -6 | -0.9 | -4.2 | -0.5
O=C(CSc1ncnc2ccccc12)NCC(=O)c1ccccc1 | -5 | -10 | 0.4 | -12 | -14 | -8 | -2.4 | -0.6 | -0.7

A different layout for part of the listing above.
Cc1ccc(Sc2nc(C)c([N+](=O)[O-])c(C)c2C#N)cc1
  NS3 helicase inh: 1	FID counter: -2	V1aR counter: -0.7	PHOSPHO1 block: 42	GPR7 antagonist: -16	GalR3 antagonist: -4	VIM-2 inh: 2.0	IMP-1 inh: -4.5	OXTR agonist: -1.6
O=C(NC1CCCCC1)Oc1cc2oc(=O)sc2cc1Br
  NS3 helicase inh: 10	FID counter: 11	V1aR counter: -1.2	PHOSPHO1 block: 22	GPR7 antagonist: -3	GalR3 antagonist: 0	VIM-2 inh: -1.1	IMP-1 inh: -3.9	OXTR agonist: 0.0

Carrying on:
Compound | NS3 helicase inh | FID counter | V1aR counter | PHOSPHO1 block | GPR7 antagonist | GalR3 antagonist | VIM-2 inh | IMP-1 inh | OXTR agonist
COC(=O)c1cccc(NC(=O)CN2CCC(NC(=O)c3cc(OC)c(OC)c(OC)c3)CC2)c1 | -8 | -30 | -0.5 | . | -10 | -2 | -1.4 | -1.6 | -1.3
O=C(Cn1nc(C(F)(F)F)c2c1CCCC2)NC1CCCC1 | 8 | -2 | 0.1 | 24 | -2 | -1 | -2.1 | 3.2 | 0.1
CCCCCCn1c(CN2CCN(CCO)CC2)nc2c1c(=O)n(C)c(=O)n2C | -7 | 20 | 0.2 | 5 | -2 | . | 2.9 | -1.3 | 0.1
Cc1ccccc1NC(=S)N1CCCCCC1 | 5 | -4 | . | 18 | -2 | 2 | -1.4 | -1.5 | .
Cc1ccc(CS(=O)(=O)CCC(=O)NCCCN2CCCC2)cc1 | 6 | -11 | 2.3 | 41 | -9 | 1 | -3.5 | -2.2 | -0.3
Cc1ccc2occ(/C=N/NC(=O)[C@@H](N)Cc3ccccc3)c(=O)c2c1 | 1 | 2 | -0.9 | 27 | -14 | -3 | -3.6 | -2.8 | 0.0
CCOC(=O)c1ccc(NC(=O)c2cn(CCC#N)nc2-c2ccc3c(c2)OCCO3)cc1 | -16 | -22 | 2.0 | -1 | 0 | -1 | -1.0 | -0.8 | 0.8
COc1ccc(/C(C)=N/N=C(N)N)c(O)c1 | 9 | 3 | 0.2 | -10 | -7 | 0 | -3.5 | -2.8 | 2.9
COc1cccc(NC(=O)c2ccc(S(=O)(=O)NCc3cccnc3)cc2)c1 | -8 | -13 | 2.4 | 32 | -12 | -9 | -2.1 | -1.1 | 1.9
O=C(NCc1cccnc1)c1ccc(Cl)cc1[N+](=O)[O-] | -4 | 5 | 2.3 | 12 | -5 | -2 | -1.6 | -2.7 | 0.1
O=C(Nc1cccc(Cl)c1)Nc1nccs1 | 6&-2 | 5&1 | 8.4 | -11&8 | 14&-10 | -5 | -2.5&-3.3 | -3.5&-1.8 | 9.4
COc1ccc(CC(C)Nc2cccc(SC)c2)cc1 (stereo unspecified) | -1 | -2 | . | 14 | -13 | -8 | -0.9 | 0.2 | .
Cc1cc(C)c2c(c1)cc(C)c1nnc(SCC(=O)Nc3ccc(S(=O)(=O)N4CCCCC4)cc3)n12 | 4 | -1 | -0.8 | -12 | -8 | -1 | -1.9 | -2.8 | -0.2
O=C(NCc1ccc(F)cc1)C1CCN(S(=O)(=O)c2ccc3c(c2)OCCCO3)CC1 | 0 | -1 | 1.1 | -8 | -1 | -11 | 0.3 | -1.1 | -0.1
CC(C)c1nccn1S(=O)(=O)c1cccc([N+](=O)[O-])c1 | 6 | 3 | 0.3 | -2 | 5 | -9 | 1.7 | 0.4 | 0.5
COC(=O)c1sccc1NC(=O)CC1C(=O)NCCN1C(=O)c1c(F)cccc1Cl (stereo unspecified) | 0 | -21 | -1.6 | 3 | -3 | 0 | -2.6 | 1.8 | -2.5
CCOc1cc(/C=N/NC(=O)CSc2nncn2C)ccc1OC(=O)c1ccc(Cl)cc1 | 0 | -11 | 1.9 | 1 | 8 | 2 | -3.1 | -2.4 | 5.9
Brc1cccc(CN2CCCCCC2)c1 | -10 | -1 | . | 20 | -9 | -9 | -0.9 | 1.1 | .
C=CCN1CC(c2nc3ccccc3n2Cc2ccccc2)CC1=O (stereo unspecified) | -2 | -20 | -0.1 | -6 | 1 | -3 | -1.0 | -0.4 | 0.4
CCOC(=O)C1(CC)NC(c2ccco2)C2C(=O)N(CC)C(=O)C21 (stereo unspecified) | -2 | 2 | 1.6 | 0 | -10 | 1 | -1.1 | -0.4 | -1.3
CCc1ccccc1NC(=O)c1ccc2nc(N3CCOCC3)sc2c1 | -8 | -34 | 1.5 | 36 | 0 | -3 | -3.8 | -1.3 | 0.0
CN(C)CCCN1C(=O)C(=O)/C(=C(/O)c2ccncc2)C1c1cccc(Br)c1 (stereo unspecified) | 7 | 2 | -0.2 | -10 | -3 | 0 | -2.0 | -1.8 | 0.2
O=C(Cn1cccc1C(=O)c1ccccc1)NCc1cccs1 | -23 | -4 | -0.3 | -34 | -9 | -2 | -2.2 | -2.1 | -1.1
S=C(NCc1cccnc1)c1ccccc1 | 20 | -5 | 1.5 | . | -3 | -11 | -0.1 | -2.8 | 2.0
CCOC(=O)c1nnn(-c2nonc2N)c1CN(CC)c1ccccc1 | -5 | -19 | -0.6 | 0 | -12 | -4 | -4.6 | -1.5 | -2.1
OCC(Cc1ccc2c(c1)OCO2)C(CO)Cc1ccc2c(c1)OCO2 (stereo unspecified) | . | . | 2.2 | 31 | . | -2 | . | . | 2.9

Screening data from PubChem.
